Compound activity as filed in PubChem.
GlmU inhibition = inhibition of mycobacterial GlmU enzyme – biochemical, glucosamine-1-phosphate acetyltransferase (AID 1376); M. tuberculosis GlmU acetyltransferase enzyme assay; higher % means a stronger effect; one-dose inhibition, %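 (tested at 30 µM in the primary screen)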; IC50 in µM for titrated hits; actives 0.25% (n = 220,000); in the data active means inhibition above about 13%;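 further: 0% = complete reaction with vehicle and 100% = reaction without substrate; strong numbers were not always called active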
Mtb RmlCD inh = inhibitors of Mycobacterium tuberculosis RmlC and RmlD coupled enzymes; inhibition, % at 3.6 µM; P9WH09+P9WH11; RmlC+RmlD coupled enzyme assay, percent inhibition; primary screen in compound mixtures; actives 0.03% (n = 160,000); in the data active means inhibition mostly above about 34%, no sharp cut-off; further: some results filed as inactive read as strong as hits
Target sequence (P9WH09 whole entry, looked up): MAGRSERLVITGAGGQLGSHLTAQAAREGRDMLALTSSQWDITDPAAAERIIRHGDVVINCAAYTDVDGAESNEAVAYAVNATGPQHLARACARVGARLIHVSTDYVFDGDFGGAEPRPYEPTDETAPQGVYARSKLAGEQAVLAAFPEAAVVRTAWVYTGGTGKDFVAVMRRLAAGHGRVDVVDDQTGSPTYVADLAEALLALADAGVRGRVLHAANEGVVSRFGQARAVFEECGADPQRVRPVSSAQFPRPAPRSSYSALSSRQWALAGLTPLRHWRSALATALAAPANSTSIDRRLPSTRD
Target sequence (P9WH11 whole entry, looked up): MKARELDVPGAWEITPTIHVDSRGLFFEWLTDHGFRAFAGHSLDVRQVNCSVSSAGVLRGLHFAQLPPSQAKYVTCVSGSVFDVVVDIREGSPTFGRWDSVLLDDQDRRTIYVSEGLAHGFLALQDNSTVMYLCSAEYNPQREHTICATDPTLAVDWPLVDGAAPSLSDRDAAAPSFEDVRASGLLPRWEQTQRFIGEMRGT
* marks the source's active call; other numbers are inactive results; . = no result given. This is a subset. The share of hits here may be higher or lower than overall.

A first look:
SMILES	GlmU inhibition	Mtb RmlCD inh
O=C(COc1ccc(C(=O)c2ccccc2)cc1)NCc1ccc(F)cc1	0.0%	-9
Cc1cc(=O)n2nc(N3CCCC(C(=O)N4CCN(c5ccccc5)CC4)C3)sc2n1 (configuration not stated)	1.9%	0
CCCCCC(=O)NC(=S)Nc1ccccc1C(=O)OC	-2.5%	4

This part in full, from the start:
SMILES	GlmU inhibition	Mtb RmlCD inh
O=C(COc1ccc(C(=O)c2ccccc2)cc1)NCc1ccc(F)cc1	0.0%	-9
Cc1cc(=O)n2nc(N3CCCC(C(=O)N4CCN(c5ccccc5)CC4)C3)sc2n1 (configuration not stated)	1.9%	0
CCCCCC(=O)NC(=S)Nc1ccccc1C(=O)OC	-2.5%	4
CC(N)Cc1c[nH]c2ccc(Cl)cc12 (configuration not stated)	4.0%	.
CCOc1ccc(C2C(C#N)=C(N)Oc3cc(C)n(CCN4CCOCC4)c(=O)c32)cc1OCC (configuration not stated)	-2.8%	7
Cn1nccc1NC(=O)CSCC(=O)O	-2.3%	.
O=C(NCc1ccco1)C(c1ccccc1)N(Cc1ccccc1)C(=O)Cn1nnc2ccccc21 (configuration not stated)	5.6%	.
CCNc1sc(C(=O)OCC)c(N)c1C#N	2.1%	-11
Cc1ccc(S(=O)(=O)/N=C(\N)c2ccc(F)cc2)cc1	4.4%	-8
CC(=O)NC(CCS(C)(=O)=O)C(=O)Nc1cc(Cl)ccc1Cl (configuration not stated)	0.4%	4
CC12CCC(c3c(CO)nn(-c4ccccc4)c31)C2(C)C (configuration not stated)	-1.7%	6
CC(C)(C)[C@@H]1C=C(C(=O)O)O[C@H](OCCCCO)C1	-2.1%	.
CNC(=S)N1N=C(c2ccc(OC)cc2)CC1c1ccccc1Cl (configuration not stated)	11%	.
CC(/C=C/c1ccccc1)=N\NC(=O)c1ccc(Br)cc1	-7.2%	-14
COc1cccc(CCNc2ccc(N3C(=O)CC(C)C3=O)cc2[N+](=O)[O-])c1 (configuration not stated)	-5.5%	14
Cc1onc(-c2c(Cl)cccc2Cl)c1C(=O)O/N=C(\C#N)c1c(Cl)cccc1Cl	2.9%	-9
CCOc1cc(C2NC(=O)NC(C)=C2C(C)=O)cc(Cl)c1OCC(=O)O (configuration not stated)	3.8%	4
COc1cc(/C=C2\SC(=O)N(Cc3ccc(Cl)cc3)C2=O)cc([N+](=O)[O-])c1O	-1.2%	-5
CC1=NN(c2ccccc2)C(=O)/C1=C\c1sccc1C	-3.7%	20
COc1ccc(CCNC(=O)c2cc(-c3ccncc3)nc3c(Cl)cccc23)cc1OC	1.0%	-11

The final 3 compounds of the part above lead into the next:
SMILES	GlmU inhibition	Mtb RmlCD inh
COc1cc(/C=C2\SC(=O)N(Cc3ccc(Cl)cc3)C2=O)cc([N+](=O)[O-])c1O	-1.2%	-5
CC1=NN(c2ccccc2)C(=O)/C1=C\c1sccc1C	-3.7%	20
COc1ccc(CCNC(=O)c2cc(-c3ccncc3)nc3c(Cl)cccc23)cc1OC	1.0%	-11
CC1CC(C)(C)N2C(=O)C(=C(C#N)C#N)c3cccc1c32 (configuration not stated)	6.6%	3
CC(C)CNC(=O)CN(c1cccc(Cl)c1)S(C)(=O)=O	6.3%	.
CCC(=O)Nc1nnc(SCC(=O)Nc2ccc(F)cc2)s1	5.6%	.
CCCCC(c1nnnn1CS(=O)(=O)c1ccc(C)cc1)N1CCN(C)CC1 (configuration not stated)	5.3%	7
CCn1nc(C)c(CNC(=O)CCc2nnc(-c3ccc(C(C)=O)s3)o2)c1C	2.3%	8
CCCCNC(=O)c1ccc2c(=O)n(CCCOCC)c(=S)[nH]c2c1	-1.5%	1
N#CCc1nc2n(n1)Cc1ccccc1-2	-4.3%	42
Cc1cc(C(F)(F)F)nc(CCNCc2c(C(=O)N3CCCC3)nc3ccccn23)n1	3.0%	-4
CC(C)c1c(O)nc(SCCOc2ccc(Cl)cc2)[nH]c1=O	5.8%	7
O=C(Nc1ccc(F)cc1F)c1cc2nc3c(c(C(F)(F)F)n2n1)CCCC3	3.5%	.
Cn1cc(C(=O)c2cccc(Cl)c2)cc1C#N	-7.4%	-9
CCN1CCN(c2ncnc3c2cnn3-c2ccccc2)CC1	0.8%	8
O=S(=O)(Nc1cc(S(=O)(=O)N2CCOCC2)ccc1N1CCOCC1)c1ccc2c(c1)OCCO2	0.7%	-1
O=C(NNC(=S)Nc1ccc(Cl)cc1Cl)c1ccncc1	-3.5%	4
CC(=O)Nc1cccc(-c2nn[nH]n2)c1	1.8%	5
CC(C)COCC(O)CC(Cc1ccccc1)C(=O)NN (configuration not stated)	4.7%	-5
CCCc1nc2ccccc2c(C(=O)OCC(=O)c2ccc3c(c2)NC(=O)CO3)c1CC	-0.4%	26
CC(NS(=O)(=O)c1ccc(CCC(=O)NCc2ccco2)cc1)c1ccccc1 (configuration not stated)	2.6%	.
CCn1cc(C2=NOC(C(=O)Nc3ccccc3C(=O)OC)C2)c(C)n1 (configuration not stated)	3.3%	3
Cc1noc(C)c1C(=O)NNc1ccc(C(C)C)cc1	-0.6%	3
O=C(Nc1nccs1)c1cccc(N2C(=O)C3C4C=CC(C4)C3C2=O)c1 (configuration not stated)	1.3%	-10
COc1ccc(-c2nn(-c3ccccc3)cc2C(=O)Nc2nc(CC(C)=O)ns2)cc1	-1.5%	-6
COc1cccc(/C=N/NC(=O)CNC(=O)c2cccs2)c1O	2.7%	.
COc1cccc(CN(C)CC(=O)Nc2c(C)cccc2C(C)C)c1	-0.9%	.
O=C(N/N=C/c1ccc([N+](=O)[O-])o1)c1cn(-c2ccccc2)nc1-c1ccc(F)cc1	2.2%	5
O=C(Nc1ccc2nc(-c3cccs3)c(-c3cccs3)nc2c1)N1CCOCC1	5.2%	2
Cc1cc(C)c(NC(=O)c2ccccc2CCc2ccccc2)c(C)c1	4.8%	13
Cc1cc(CSc2ccccc2)ccc1NC(=O)c1ccc(C)c([N+](=O)[O-])c1	2.6%	.
CCc1ccc(NC(=O)Cc2ccc(-n3cccc3)cc2)cc1	-4.3%	-8
Cc1ccc(S(=O)(=O)N(C)c2c(C)ccc(S(=O)(=O)N3CCN(C=O)CC3)c2C)cc1	-2.2%	-4
O=C(c1cc2ccccc2oc1=O)N(c1ccc(Cl)cc1)C1C=CS(=O)(=O)C1 (configuration not stated)	4.5%	8
Cc1n[nH]c(C)c1S(=O)(=O)NCCc1ccc(Cl)cc1	1.9%	.
N/C(=N\OC(=O)CCC1CCCC1)c1ccccn1	-4.1%	8
Cc1oc(-c2ccccc2)cc1C(N)=O	0.0%	5
CC12CN3CC(C)(CN(C1)C3c1ccc3c(c1)OCO3)C2O (configuration not stated)	4.4%	12
COc1ccc(C(c2nnnn2C2CCCC2)N2CCN(C3CCCC3)CC2)cc1OC (configuration not stated)	5.1%	-2
COc1ccc2nc(NC3=NCCC3)sc2c1	-7.5%	-8
Cc1ccc(NC(=O)CSc2nc3c(c(=O)[nH]2)CCC3)cc1C	-1.6%	3
CCCn1c(SCC(=O)Nc2cccc(C)n2)nnc1-c1ccco1	.	8
N/C(Cc1ccc(Cl)cc1)=N\OC(=O)c1ccccc1	-1.6%	12
COc1ccc2c(c1)O/C(=C\c1ccco1)C2=O	9.3%	-8
Cc1cc(C)cc(C(=O)NCCCc2ccccc2)c1	1.2%	0
CCCN(Cc1cc2ccc(C)cc2[nH]c1=O)C(=O)c1ccccn1	-0.8%	4
CC(=O)Oc1ccc2oc(C)c(C(=O)N3CCOCC3)c2c1	-2.2%	2
CCC(C)N1CCN(S(=O)(=O)c2ccc(NC(C)=O)cc2)CC1 (configuration not stated)	-1.5%	9
CN1CCN(C(=O)CCC(=O)O)CC1	8.0%	2
CC(C)C(c1nnnn1C(C)(C)C)N1CCC(Cc2ccccc2)CC1 (configuration not stated)	3.3%	.
Cc1cc(=O)n2[nH]c(N)c(N=Nc3ccccc3)c2n1	2.5%	2
Cc1ccc(CN2CC(C(=O)Nc3cccc(S(=O)(=O)N4CCCCC4)c3)CC2=O)cc1 (configuration not stated)	1.2%	66
COc1ccccc1OCCNC(=O)/C=C/c1ccc([N+](=O)[O-])cc1	-1.8%	6
CN(c1nc2nonc2nc1NC1CC1)C1CCOC1 (configuration not stated)	7.3%	.
COC(=O)c1ccc(NC(=O)CSc2nc(C)cc(=O)[nH]2)cc1	6.0%	7
O=C(CSc1n[nH]c(-c2cccs2)n1)NCc1ccc2c(c1)OCO2	0.4%	-10
O=C(c1ccccc1Cl)N(Cc1ccc(Br)cc1)N1C(=O)CCCC1=O	2.3%	4
COCC(C)NCc1cccc(C)c1 (configuration not stated)	-3.1%	.
O=C(CN1CCSCC1)N/N=C/c1ccccc1F	-2.7%	.
O=C(CSc1nnc(-c2ccccc2F)o1)OCc1ccccc1	6.8%	-4
O=C(Nc1cccc2cccc(NC(=O)c3ccco3)c12)c1ccco1	2.3%	12
CCCCN(C)CCC(=O)Nc1ccc(OC)cc1OC	1.4%	-4
Cc1ccc(NC(=S)N2CCCN(Cc3ccc(F)cc3)C2)c(C)c1	-1.6%	3

Next part:
SMILES	GlmU inhibition	Mtb RmlCD inh
O=C(CN1CCN(c2ccccc2F)CC1)Nc1ccccc1F	2.0%	.
[N-]=[N+]=CC(=O)CCCN1C(=O)c2ccccc2C1=O	-0.8%	9
O=C(c1ccccc1)c1nc[nH]c1C(=O)Nc1ccccn1	2.8%	-9
N[C@@H](Cc1ccc(O)cc1)c1nnc([C@H](CCC(=O)O)NC(=O)C2CCNCC2)o1	4.6%	.
COc1ccc(NC(=O)CSc2nnc(Cc3cccs3)n2-c2ccc(C)cc2)cc1	1.6%	.
CCOC(=O)CN1N=C(/C=C/c2ccccc2)CCC1=O	-1.7%	.
Cc1cc(C(=O)CN2C(=O)C(=O)N(Cc3ccccc3)C2=O)c(C)n1-c1ccccc1F	0.1%	27
COc1cccc(C(=O)NCc2ccc(-c3nc4ccccc4s3)cc2)c1	-4.3%	-4
Cc1cccc(NC(=S)N(CCN(C)C)C(C)c2cccnc2)c1 (configuration not stated)	-3.3%	0
OCCCNCc1ccc(-c2ccccc2)cc1	-9.7%	-14
CCOC(=O)C(NC(=O)c1ccccc1)(Nc1nnc(C)s1)C(F)(F)F (configuration not stated)	2.8%	.
Cc1nc2ccccc2n1CC(=O)N/N=C\c1ccccn1	2.8%	-8
Cc1ccc(-c2cc(C(F)F)n3ncc(C(=O)Nc4c(C)nn(Cc5c(Cl)cccc5Cl)c4C)c3n2)cc1	-1.0%	-3
N#Cc1ccsc1NC(=O)COC(=O)CCCSc1nc2ccccc2s1	-0.7%	.
Cc1cc2ccccc2n1CCNC(=O)c1ccccc1	1.3%	8
COc1ccccc1CC(=O)NC1CC(C)(C)NC(C)(C)C1	.	-6
Cc1ccc([N+](=O)[O-])c(-c2n[nH]c(=S)n2-c2cccc(Cl)c2)c1	3.8%	26
CC(NC(=O)COc1ccc(Br)cc1)C(=O)O (configuration not stated)	7.7%	.
Cc1ccc(S(=O)(=O)NCC(=O)OCC(=O)c2cccs2)cc1	-4.5%	7
CN(C)c1ccncc1C(=O)Nc1ccc(F)cc1F	5.6%	3

Record cards, from the list above. Order of values: GlmU inhibition	Mtb RmlCD inh
Listed for COc1cccc(CN(C)CC(=O)Nc2c(C)cccc2C(C)C)c1 : -0.9%	.
Listed for COc1ccc2c(c1)O/C(=C\c1ccco1)C2=O : 9.3%	-8
Listed for CCCc1nc2ccccc2c(C(=O)OCC(=O)c2ccc3c(c2)NC(=O)CO3)c1CC : -0.4%	26
Listed for O=C(N/N=C/c1ccc([N+](=O)[O-])o1)c1cn(-c2ccccc2)nc1-c1ccc(F)cc1 : 2.2%	5
Listed for CC(C)C(c1nnnn1C(C)(C)C)N1CCC(Cc2ccccc2)CC1 (configuration not stated) : 3.3%	.

For convenience, 4 of the compounds above:
SMILES	GlmU inhibition	Mtb RmlCD inh
O=C(CN1CCN(c2ccccc2F)CC1)Nc1ccccc1F	2.0%	.
[N-]=[N+]=CC(=O)CCCN1C(=O)c2ccccc2C1=O	-0.8%	9
O=C(c1ccccc1)c1nc[nH]c1C(=O)Nc1ccccn1	2.8%	-9
N[C@@H](Cc1ccc(O)cc1)c1nnc([C@H](CCC(=O)O)NC(=O)C2CCNCC2)o1	4.6%	.

Carrying on:
SMILES	GlmU inhibition	Mtb RmlCD inh
COc1ccc(OC)c(NC(=O)CCC(=O)Nc2nnc(C(F)(F)F)s2)c1	-1.1%	3
CCN1CCN(CCCNC(=O)c2cn(CCOC)c(=O)c3c2c2ccccc2n3C)CC1	-0.2%	5
CCOc1cc(CNCC(O)c2ccccc2)cc(Cl)c1OC (configuration not stated)	0.8%	11
COc1ccccc1OCCCn1c(C)c(C#N)c2ccccc21	-0.8%	.
COc1ccc([N+](=O)[O-])cc1C1NN=C(c2cccc3ccccc23)S1 (configuration not stated)	-1.4%	11
CCn1c2ccccc2c2cc(CNCc3ccc(OC)cc3OC)ccc21	-6.8%	-10
O=C(CCC(=O)Nc1ccccc1)NNC(=O)C(c1ccccc1)c1ccccc1	0.4%	-3
Cc1cc(N2CCN(C)CC2)ccc1NC(=O)c1cccc(S(=O)(=O)N2CCc3ccccc3C2)c1	-3.2%	-6
O=C(Nc1ccnc(-c2ccncc2)n1)c1ccccc1Cl	4.6%	5
CCOC(=O)C1CCN(C(=O)CCS(=O)(=O)c2ccc3c(c2)CCN3C(C)=O)CC1	-5.2%	.
CCn1cc(CNC(=O)CCc2ccc(OC)cc2)cn1	-5.3%	-6
CC1(C)CC(N(Cc2ccco2)C(=O)Cc2ccccc2)CCO1 (configuration not stated)	0.5%	-4
N#C/C(=C\Nc1ccc(F)c(Cl)c1)C(=O)C1CC1	7.1%	5
NC(=O)c1c(NC(=O)Cc2cccs2)sc2c1CCC2	-0.6%	3
COc1ccc(CNCC(O)(c2ccc(Cl)cc2)c2ccc(Cl)cc2)cc1OC	-4.0%	-1
COc1ccc(NC(=O)CCn2nc(C)cc2C)cc1	2.9%	8
